# procasp7 counter = counter-screen: procaspase-7 (human) activation; recombinant procaspase-7, Ac-DEVD-pNA absorbance 405 nm; D23A/D198A/D206A triple mutant, cannot self-cleave; scale: DMSO 0, 5 µM enzyme 100; P55210; 0.093% of 330,000 active; activation, % at 8.5 µM;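 active means percent activation above the screen-wide mean plus 3 SD, cut at about 25% in these data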
#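 System: Procaspase-7 triple mutant (PC-7 D3A); measure: % activation from two-timepoint absorbance difference, scaled to controls; times: 1 h compound preincubation, 2 h substrate cleavage, 25 °C; also added: Ac-DEVD-pNA substrate, 400 µM as added; measured by: Epi-absorbance of released pNA at 405 nm, two timepoints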
# Fh CTSL1 inh = counter-screen for PFM18AAP inhibitors: inhibitors of F. hepatica cathepsin L1 | recombinant F. hepatica cathepsin L1, Z-Leu-Arg-MCA fluorescence | inhibition, % at 5.96 µM | AID 1906 | 0.49% of 300,000 active;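 active means inhibition above the mean of all tested compounds plus 3 SD, set per screening campaign, cut at about 17% in these data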;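 further: 0% = plate median of test compound wells and 100% = 1 µM Z-Phe-Ala-diazomethylketone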
# Efflux pump mplx = blocks antifungal efflux pumps in multiplex yeast assay; S. cerevisiae Candida pump triplex, Nile Red efflux; inhibition, % at 10 µM; 0.44% of 330,000 active;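 active means plate passing quality check with inhibition over a set limit, or well fluorescence over plate mean plus 4 SD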;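 further: Nile Red retained in pooled yeast measured as flow cytometry median fluorescence; 0% = buffer negative control and 100% = Enniatin B positive control; higher means more Nile Red kept so more efflux inhibition; some compounds called inactive have numbers as strong as hits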
# TPT1 inhibitor = inhibitors of Candida albicans tRNA 2'-phosphotransferase TPT1 | recombinant caTPT1, FP RNA substrate dephosphorylation | inhibition, % at 5 µM | 0.81% of 300,000 active | AID 1962;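 active means inhibition above the mean of all tested compounds plus 3 SD, set per screening campaign, cut at about 24% in these data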;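 further: plate controls were DMSO alone for no effect and ferristatin control at 100 nM for full effect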
# GASC-1 inh = inhibitors of human GASC-1 (JMJD2C) demethylase. Q9H3R0. GST-JMJD2C(1-420) H3K9me3 demethylation, DELFIA europium. inhibition, % at 2.35 µM. 0.069% of 330,000 active. AID 2099;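 active means more than half of a compound's replicate wells show inhibition beyond 50%, single wells judged on their own value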;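 further: signal counts dimethyl H3K9 product captured on neutravidin plate; 0% = median of DMSO wells and 100% = 0.3 times that DMSO median; strong numbers were not always called active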
# proCasp3 act = procaspase-3 (human) activation | 0.11% of 330,000 active | recombinant procaspase-3 D3A, Ac-DEVD-pNA absorbance 405 nm | activation, % at 8.5 µM | P42574 | AID 463141;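 active means activation above the mean of all tested compounds plus 3 SD, cut at about 21% in these data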;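 further: 0% = DMSO alone and 100% = DMSO wells spiked with extra 5 µM PC-3 D3A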
#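 Assay system – Procaspase-3 D3A mutant · Benchmarks – DMSO low control, extra-enzyme high control · Technique – 405 nm absorbance of p-nitroaniline, reads at 0 and 120 min · Doses – 8.5 µM nominal · Measure – % activation between DMSO and enzyme-spiked controls · Also added – Ac-DEVD-pNA chromogenic peptide substrate · Schedule – 1 h compound preincubation, 2 h substrate hydrolysis at 25 °C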
# PP1 counter = PP1-alpha (human) inhibition in PP5 counter-screen | AID 2235 | 0.9% of 320,000 active | P62136 | inhibition, % at 6.7 µM | purified PP1alpha, OMFP fluorescence;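 active means inhibition above the mean inhibition of all tested compounds plus 3 SD, computed separately for each screening campaign, cut at about 15% in these data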
# Target sequence (P62136 whole entry, looked up): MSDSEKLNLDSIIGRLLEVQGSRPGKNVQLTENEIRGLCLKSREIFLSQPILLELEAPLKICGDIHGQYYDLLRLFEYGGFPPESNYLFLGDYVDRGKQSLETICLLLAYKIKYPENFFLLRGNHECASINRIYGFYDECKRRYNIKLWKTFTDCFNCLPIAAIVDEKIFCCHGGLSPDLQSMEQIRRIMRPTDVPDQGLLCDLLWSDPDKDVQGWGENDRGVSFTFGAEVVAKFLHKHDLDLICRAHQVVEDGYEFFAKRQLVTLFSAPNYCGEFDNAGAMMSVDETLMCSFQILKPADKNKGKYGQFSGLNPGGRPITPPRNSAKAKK
# PP5 inh = blocks human protein phosphatase 5 activity. P53041. purified PP5c, OMFP substrate fluorescence. inhibition, % at 6.7 µM. 0.18% of 320,000 active;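 active means inhibition above the campaign's mean inhibition across all tested compounds plus 3 SD, cut at about 9.5% in these data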;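 further: 0% = DMSO only and 100% = 100 µM cantharidin control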
# Target sequence (P53041 whole entry, looked up): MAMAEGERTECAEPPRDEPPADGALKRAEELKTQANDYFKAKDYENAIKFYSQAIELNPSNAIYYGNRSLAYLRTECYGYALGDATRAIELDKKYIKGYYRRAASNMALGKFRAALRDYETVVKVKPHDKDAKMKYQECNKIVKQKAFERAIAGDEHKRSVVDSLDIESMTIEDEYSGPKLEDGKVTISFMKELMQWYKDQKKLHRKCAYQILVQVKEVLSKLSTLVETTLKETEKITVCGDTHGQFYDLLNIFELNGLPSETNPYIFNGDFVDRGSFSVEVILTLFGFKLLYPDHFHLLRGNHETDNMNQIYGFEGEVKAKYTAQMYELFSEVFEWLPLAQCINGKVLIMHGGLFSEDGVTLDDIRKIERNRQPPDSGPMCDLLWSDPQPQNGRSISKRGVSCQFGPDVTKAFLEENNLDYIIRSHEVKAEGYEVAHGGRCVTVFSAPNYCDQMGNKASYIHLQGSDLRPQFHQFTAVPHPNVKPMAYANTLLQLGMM
# HCV core dimer = HCV core protein dimerization inhibition | TR-FRET GST/Flag-core106 dimerization, 1536-well | 0.33% of 300,000 active | inhibition, % at 5 µM;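 active means inhibition above the mean of all tested compounds plus 3 SD, set per screening campaign, cut at about 45% in these data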
#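 System – GST-tagged and Flag-tagged HCV core protein residues 1-106 · Repeats – one well for each compound · Technique – TR-FRET 671 and 617 nm emission · Doses – one concentration, 5 µM, in 0.5% DMSO · Times – 4 h, 22.5 °C incubation · Also added – Eu donor and XL665 acceptor anti-tag antibodies · Measure – percent inhibition of core106 dimerization signal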
# An asterisk follows results filed as active; nt = not tested or not shown.
SMILES,procasp7 counter,Fh CTSL1 inh,Efflux pump mplx,TPT1 inhibitor,GASC-1 inh,proCasp3 act,PP1 counter,PP5 inh,HCV core dimer
Cn1c(=O)n(C)c2cc([N+](=O)[O-])c(N3CCN(S(=O)(=O)c4ccccc4)CC3)cc21,-5,-3,-0.1,-3,-3,5,5,1.1,-8
Cc1ccc(N2NC(C)(c3cccs3)NC2=S)cc1 (stereo unspecified),-20,5,0.0,-2,13,-5,0,2.1,-13
C/C(=C\c1ccccc1)CN1CCC(C(=O)N2CCCC(C)C2)CC1 (stereo unspecified),3,-3,0.0,-4,8,-2,-6,0.0,-1
CC(C)c1ccc(-c2cc(C(=O)NN3CCN(C)CC3)c3ccccc3n2)cc1,-6,-3,0.1,6,-16,-8,1,1.0,-1
Clc1cccc(N2CCN(c3nnnn3-c3ccccc3)CC2)c1,2,0,0.0,0,7,-3,1,0.7,1
CC(C)C[C@H](NC(=O)c1nc[nH]c1C(=O)N1CCNCC1)C(=O)OC(C)(C)C,-6,3,-0.1,-4,1,6,1,-0.6,-20
COc1ccc(CNC(=O)COc2ccc(S(=O)(=O)N3CCOCC3)cc2)cc1,7,-2,-0.2,2,37,-6,-1,-1.0,-8
CCc1sc(NC(=O)CN2CCC(C(N)=O)CC2)nc1-c1ccccc1,-1,-6,0.0,4,1,-5,1,2.9,3
O=C(CSC1=NC(=O)C(Cc2ccccc2)C(=O)N1)NC1CCCCC1 (stereo unspecified),-4,0,0.0,1,18,0,-2,-0.7,-4
CC(=O)c1cccc(NC(=O)C2CCN(S(C)(=O)=O)CC2)c1,10,-5,0.0,-4,-2,0,-4,0.6,0
O=C(N/N=C1\CCCc2c1[nH]c1ccc(Cl)cc21)c1ccncc1,-9,2,0.3,1,7,-17,-1,7.2,-8
COc1ccc2c(c1)cc1c(=O)n(CC(=O)NCCCN3CCOCC3)nc(C)n12,6,-1,-0.6,2,17,-4,0,1.9,8
O=C(COC(=O)C1CCN(S(=O)(=O)c2ccc(Cl)c(C(F)(F)F)c2)CC1)NCc1ccco1,-3,4,0.1,0,11,8,-3,1.2,0
N#Cc1ccc2c(c1)nnn2-c1ccccc1,-1,0,0.1,1,1,1,-3,4.0,2
CN1C(=O)CSc2ccc(NC(=O)NCc3ccco3)cc21,-3,-3,0.0,0,-5,0,-5,1.2,25
O=[N+]([O-])c1ccn(-c2nc(-c3cccs3)cc(C(F)(F)F)n2)n1,-11,-2,0.1,1,0,0,0,-0.4,1
Cc1ccc(N=Nc2c(N)nn3c(C)cc(C)nc23)cc1,-23,4,0.2,-1,-2,-17,1,4.2,-16
CC(C)(C)OC(=O)N1CCC(C(=O)N[C@H](Cc2ccccc2)C(=O)O)CC1,1,-4,0.2,0,-6,0,-4,1.2,2
S=C1NC2=C(CCCC2=C2SCCS2)C(c2ccccc2)N1 (stereo unspecified),-9,0,0.1,-5,18,-3,2,1.1,46*
CC(=O)Nc1ccc(S(=O)(=O)Nc2ccc(F)c([N+](=O)[O-])c2)cc1,3,-5,0.0,-7,9,-4,-2,2.1,3
CCN(CC)N=Nc1[nH]nc2nc(C)cc(C)c12,-20,1,0.0,-1,7,-22,0,2.9,-5
CN(C)C(=O)Cn1cnc2c(cnn2-c2ccc(F)cc2)c1=O,-2,4,-0.1,-2,3,-12,-2,2.5,-1
Cc1cc(-c2c(C)[nH]n(-c3ccccc3)c2=O)n(-c2ccccc2)n1,10,-1,0.2,2,3,-6,-3,2.1,-14
COc1cccc(OCc2cc(C(=O)N3CCC(c4ccncc4)CC3)no2)c1,5,2,-0.1,-1,-4,0,-1,0.2,2
CC(C)CCNC(=O)c1cc2c(s1)-c1ccccc1S(=O)(=O)C2,10,2,0.0,-2,-3,2,-3,-1.7,0
O=S(=O)(NCc1ccccn1)c1cc(C(F)(F)F)ccc1Cl,12,1,0.0,0,-3,-2,0,2.0,-1
COc1ccc(C(=O)OCC(=O)Nc2ccc(N3CCOCC3)cc2)cc1,-11,nt,0.1,nt,5,3,-3,-0.3,nt
COc1ccccc1NC(=O)c1cc2c(CO)cnc(C)c2oc1=Nc1cccc(C(N)=O)c1,2,-2,-0.2,7,-3,0,0,-3.4,4
COc1ccc(C(=O)CSc2nnc(NC(=O)C3CC(=O)N(c4ccccc4C)C3)s2)cc1 (stereo unspecified),2,5,0.4,-1,7,-4,5,0.2,26
CCCCC[C@H]1CN(Cc2ccccc2)C(=O)[C@@H]1CC(=O)NCc1ccccc1,7,3,0.1,-2,-159,9,7,1.7,-1

# An excerpt from above in order of their number in GASC-1 inh, lowest first:
Molecule	Efflux pump mplx	TPT1 inhibitor	GASC-1 inh	proCasp3 act	PP5 inh	HCV core dimer
Cn1c(=O)n(C)c2cc([N+](=O)[O-])c(N3CCN(S(=O)(=O)c4ccccc4)CC3)cc21	-0.1	-3	-3	5	1.1	-8
O=[N+]([O-])c1ccn(-c2nc(-c3cccs3)cc(C(F)(F)F)n2)n1	0.1	1	0	0	-0.4	1
Clc1cccc(N2CCN(c3nnnn3-c3ccccc3)CC2)c1	0.0	0	7	-3	0.7	1

# (more compounds)
SMILES,procasp7 counter,Fh CTSL1 inh,Efflux pump mplx,TPT1 inhibitor,GASC-1 inh,proCasp3 act,PP1 counter,PP5 inh,HCV core dimer
CCCn1c(SCCN2C(=O)c3ccccc3C2=O)n[nH]c1=O,3,0,-0.2,1,-10,4,-5,3.7,-5
CCCC[C@@H](CNC)NC[C@H](NCCCCC1CCCCC1)C(C)C,-4,2,-0.2,1,9,6,5,1.3,-14
COc1ccc(N2CCN(C(CNS(=O)(=O)c3cc(F)ccc3F)c3cccnc3)CC2)cc1 (stereo unspecified),4,-1,-0.2,2,5,7,-1,-0.2,-3
O=C(CCNC(=O)N1CC(=O)Nc2ccccc21)Nc1ccc(F)c(Cl)c1,5,-2,0.5,0,-2,1,0,-1.4,-1
O=C(NCc1ccncc1)C(=O)N/N=C/c1ccccc1OCc1ccccc1,10,2,0.1,-3,31,-2,0,3.8,2
Cc1cccc(NC(=O)C(=O)NCc2ccc3c(c2)OCO3)c1C,2,-2,0.1,-1,29,0,0,-3.4,2
COc1cccc(NC(=O)CN(C)C(=O)C(CCSC)NC(=O)c2ccco2)c1 (stereo unspecified),9,nt,0.0,nt,-1,3,-3,-1.3,nt
Cc1cc(NC(=O)COC(=O)CC2CCCC2)c([N+](=O)[O-])cc1C,10,3,-0.6,-3,0,-10,6,1.9,11
O=C(Nc1c2c(nc3ccccc13)CCCC2)c1ccccc1F,12,-3,-0.4,1,5,3,0,1.4,-9
CC1CCCCC1NC(=O)c1ccc(S(=O)(=O)N2CCCC2)cc1 (stereo unspecified),-3,-6,0.1,-1,-3,8,1,1.3,-5
Cc1cc(Cl)c(S(=O)(=O)NCC2CCCO2)cc1OCC(=O)NC1CCCCC1 (stereo unspecified),-2,-4,-0.2,-1,13,-1,-4,-0.4,3
Cc1ccc(C(=O)N/C(=C\c2cn(S(=O)(=O)N(C)C)c3ccccc23)C(=O)NCCCn2ccnc2)cc1,7,0,0.0,-4,-3,-7,0,-0.9,12
CCOC(=O)c1ccc2c(c1)nc(C1CCN(S(=O)(=O)c3cccs3)CC1)n2CC,6,-2,0.0,0,6,7,-6,-0.5,8
Nc1nc(-c2cccc(NS(=O)(=O)c3ccccc3)c2)cs1,0,-6,-0.1,2,2,-2,-3,2.9,-7
O=C(N/N=C\C=C\c1ccc2c(c1)OCO2)C1COc2cc3ccccc3cc2O1 (stereo unspecified),7,6,0.3,0,1,3,10,-0.3,39
COC(=O)c1ccccc1C(=O)N1CCCC(C(=O)c2ccc(OC)c(OC)c2)C1 (stereo unspecified),-4,-1,0.1,4,2,-4,-2,2.3,-3
Nc1nc(COC(=O)C2CC(=O)N(Cc3ccccc3Cl)C2)nc(Nc2ccccc2)n1 (stereo unspecified),1,nt,-0.1,nt,5,8,-3,-0.1,nt
Cc1cc(C)c2c(N)c(C(=O)c3ccccc3)oc2n1,-12,0,-0.3,-4,-4,-3,3,3.7,-7
Cn1cnnc1SCC(=O)c1c(N)n(Cc2ccccc2)c(=O)n(C)c1=O,3,3,0.5,-2,-32,-6,-2,1.0,4
COc1ccc(/C=C/C(=O)NC2CCCCCCC2)cc1S(=O)(=O)N1CCOCC1,2,1,0.1,-1,10,3,-2,3.4,7
NS(=O)(=O)c1ccc(NC(=S)Nc2ccc(S(=O)(=O)N3CCCC3)cc2)cc1,6,-1,-0.1,1,26,4,-3,2.7,0
NS(=O)(=O)c1ccc(CCNC(=O)C2CCN(S(=O)(=O)c3ccccc3)CC2)cc1,1,-2,0.0,-1,11,-1,0,-3.4,2
C=CCOc1ccc(/C(O)=C2/C(=O)C(=O)N(CCCn3ccnc3)C2c2cccs2)cc1 (stereo unspecified),-56,-1,0.0,2,2,-20,5,2.6,15
COC(=O)[C@]1(Cc2ccccc2)N[C@H](c2ccc(SC3CCCCC3)c(OC)c2)[C@@H]2C(=O)N(C)C(=O)[C@@H]21,4,nt,0.0,nt,0,-2,nt,nt,nt
CN(CC(=O)Nc1ccc(Cl)cc1)C(=O)c1cccc(S(=O)(=O)N2CCN(Cc3ccccc3)CC2)c1,1,7,-0.2,0,3,1,-4,6.5,-8

# Quoted at random: 4 entries already listed, in no set order.
SMILES,procasp7 counter,Fh CTSL1 inh,Efflux pump mplx,TPT1 inhibitor,GASC-1 inh,proCasp3 act,PP1 counter,PP5 inh,HCV core dimer
NS(=O)(=O)c1ccc(NC(=S)Nc2ccc(S(=O)(=O)N3CCCC3)cc2)cc1,6,-1,-0.1,1,26,4,-3,2.7,0
NS(=O)(=O)c1ccc(CCNC(=O)C2CCN(S(=O)(=O)c3ccccc3)CC2)cc1,1,-2,0.0,-1,11,-1,0,-3.4,2
C=CCOc1ccc(/C(O)=C2/C(=O)C(=O)N(CCCn3ccnc3)C2c2cccs2)cc1 (stereo unspecified),-56,-1,0.0,2,2,-20,5,2.6,15
CN(CC(=O)Nc1ccc(Cl)cc1)C(=O)c1cccc(S(=O)(=O)N2CCN(Cc3ccccc3)CC2)c1,1,7,-0.2,0,3,1,-4,6.5,-8
